Bioassay records: PubChem BioAssay, National Center for Advancing Translational Sciences (NCATS)
GLP1R ag – agonists of human GLP-1 receptor. P43220. Potency, µM (series often up to 45.6 µM), without a hit: top-dose activation, hits mostly activators. AID 624172. HEK293 GLP-1R CRE-luciferase, luminescence, 4-6 h; cells express a hypersensitive GLP-1R form. 0.007% of 380,000 active; note: potency is the fitted concentration of half-maximal effect; % of control where 0% means no effect
PI5P4K alpha inh – blocks human PI5P4K alpha kinase activity; PI5P4Kalpha enzyme, ADP-Glo luminescence, 60 min; hits give low values; max response, %; 1.2% of 330,000 active; active = max response of -50% or lower; inconclusive = between -30% and -50%; inactive = -30% or higher; note: value at the top dose of about 77 µM; % is set by controls: 0 for no effect and ±100 for the full control effect
Target sequence (P48426 whole entry, looked up): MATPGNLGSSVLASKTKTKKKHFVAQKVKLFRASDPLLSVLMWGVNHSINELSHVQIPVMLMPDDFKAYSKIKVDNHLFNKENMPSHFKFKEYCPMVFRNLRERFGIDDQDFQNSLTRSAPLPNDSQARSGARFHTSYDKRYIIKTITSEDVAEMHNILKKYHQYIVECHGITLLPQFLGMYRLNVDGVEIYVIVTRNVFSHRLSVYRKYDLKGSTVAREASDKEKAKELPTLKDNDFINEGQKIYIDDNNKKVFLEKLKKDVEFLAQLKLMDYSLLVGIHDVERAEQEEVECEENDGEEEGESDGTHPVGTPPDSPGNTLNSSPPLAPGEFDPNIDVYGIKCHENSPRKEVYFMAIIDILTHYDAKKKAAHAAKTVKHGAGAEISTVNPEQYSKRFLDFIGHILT
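Human PI5P4Kalpha with substrate in 0.038 M HEPES pH 7.4, 0.28 mM EGTA, 0.1% CHAPS, 5% DMSO; reaction started with 5 microM ATP (final), 60 min at room temperature. ADP formed read by ADP-Glo luminescence.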
D3 ag – activates the human D3 dopamine receptor; P35462; max activation, %; D3R DiscoveRx beta-arrestin cells, luminescence, 90 min; 0.58% of 410,000 active; in the data active = max activation above about 30%; note: 0% is about no effect; mostly tested at two doses, the higher about 12 µM
Target sequence (P35462 whole entry, looked up): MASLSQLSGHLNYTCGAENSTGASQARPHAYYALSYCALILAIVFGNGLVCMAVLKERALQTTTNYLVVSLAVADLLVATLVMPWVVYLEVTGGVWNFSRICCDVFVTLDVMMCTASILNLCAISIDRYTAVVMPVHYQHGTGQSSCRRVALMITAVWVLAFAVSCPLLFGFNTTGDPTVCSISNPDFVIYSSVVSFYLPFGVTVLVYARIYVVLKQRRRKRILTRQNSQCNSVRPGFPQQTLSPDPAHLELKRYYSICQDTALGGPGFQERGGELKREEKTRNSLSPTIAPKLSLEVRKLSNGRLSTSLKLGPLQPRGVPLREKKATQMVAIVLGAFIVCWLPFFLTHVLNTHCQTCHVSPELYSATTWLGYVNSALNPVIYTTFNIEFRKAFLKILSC
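Agonist mode: compounds and dopamine controls were applied to plated cells for 90 min at 37 degrees C after an overnight attachment at 1500 cells/well. Luminescent read-out followed 30 - 60 minutes at room temperature with DiscoveRx detection reagent.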
GLP1R inv ag – acts as inverse agonist at human GLP-1 receptor | P43220 | HEK293 GLP-1R CRE-luciferase, luminescence, 24 h; GLP-1R form is constitutively active | Potency, µM (series often up to 38.3 µM), for inactives: at the highest dose activity change, negative = inhibition, actives largely listed as inhibitors | 1.6% of 410,000 active; note: potency is the fitted concentration of half-maximal effect; % is set by controls: 0 for no effect and ±100 for the full control effect; nearly all actives have a fitted effect of over 55% in size
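Stable HEK293 clone (constitutively active GLP-1R + cAMP-response luciferase); 200 cells/uL plated, 12 h pre-culture, compound 24 hr, 37 deg C/5% CO2; detection reagent 12 min RT; luminescence.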
GLP1R cytotox – cytotoxicity counter-screen for GLP-1 receptor inverse agonists; HEK293 cAMP-luciferase reporter cells, luminescence, 24 h; AID 624418; Potency, µM (doses to about 38.3 µM), without a hit: top-dose activity change, negative = inhibition, hits mostly inhibitors; 0.13% of 410,000 active;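 note: loss of luciferase light is scored as toxicity; potency is the fitted concentration of half-maximal effect; % is set by controls: 0 for no effect and ±100 for the full control effect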
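1536-well qHTS counterscreen of the MLSMR; 200 cells/uL, 12 h pre-incubation, 23 nL cpd, 24 h at 37 deg C 5% CO2, luciferase detection reagent, 12 min RT, luminescence. Inhibition = undesired.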
D3 antag – blocks the human D3 dopamine receptor; P35462; D3R cells, DiscoveRx beta-arrestin luminescence, antagonist mode; hits give low values; max response, negative = inhibition, %; 2.5% of 360,000 active; AID 652054; in the data active = max response below about -50%; inconclusive = no clear call, values can overlap the other calls; note: % is set by controls: 0 for no effect and ±100 for the full control effect; mostly tested at two doses, the higher about 12 µM
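Cells expressing the human receptor were seeded at 1500 cells/well, incubated overnight at 37 degrees C in 5% CO2, then exposed to library compounds with dopamine controls for 90 minutes at 37 degrees C before luminescent detection.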
PLK1 PBD block – blocks phosphopeptide binding to human PLK1 polo-box domain | Plk1 PBD binding of FITC phosphopeptide, fluorescence polarization | Potency, µM, for inactives: max response, negative = inhibition, hits mostly inhibitors | 2.8% of 360,000 active | AID 720504; note: potency is the fitted concentration of half-maximal effect; series mostly up to about 57 µM; % is set by controls: 0 for no effect and ±100 for the full control effect; nearly all actives have a fitted effect of over 65% in size
WRN helicase inh – WRN helicase (human) inhibition; Q14191; WRN helicase unwinding, fluorescent forked duplex, kinetic; Potency, µM (series often up to 114 µM), for inactives: at the top dose activity change, negative = inhibition, hits mostly inhibitors; 0.46% of 360,000 active; AID 651768; note: potency is the fitted concentration of half-maximal effect; % is set by controls: 0 for no effect and ±100 for the full control effect; nearly all actives have a fitted effect of over 55% in size
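Enzyme (20 nM final) and test compound sit together 15 min at room temperature before substrate addition. Substrate is a single-forked duplex oligonucleotide (100 nM) labelled with fluorophore and quencher, with 2 mM ATP; helicase unwinding raises red fluorescence, read kinetically.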
IL2 activator – activators of IL-2; activation, % (series mostly up to about 46 µM); 0.065% of 360,000 active; IL-2 activation reporter assay, cell-based qHTS; stimulated with anti-CD3/CD4/CD28 beads; in transgenic mouse T cells; AID 652025; in the data active = activation above about 50%; inconclusive = mostly about 30% to 49%; note: 0% is about no effect
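Quantitative HTS in unstimulated transgenic mouse T cells, with memory T cells as non-tolerant control and PMA/ionomycin as tolerance-bypass control. Compound pretreatment lasted 60 minutes before 18 h bead stimulation; EGFP/DsRed fluorescence read.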
Active calls of the source: *; u = inconclusive; x = not tested or not shown; [ ] = remark or other dose. Unless noted, calls come from the whole dose curve; as a rule, active = well fitted curve in the direction sought with a large enough effect; inconclusive = small, poorly fitted or top-dose-only effect, or another doubt; inactive = no such curve, though single readings can be large; an effect the other way counts as inactive or inconclusive.

Order of results: GLP1R ag	PI5P4K alpha inh	D3 ag	GLP1R inv ag	GLP1R cytotox	D3 antag	PLK1 PBD block	WRN helicase inh	IL2 activator
Cc1ccc(N=Nc2[nH]c3ccccc3c2O)cc1
    -2%	0	-8	6%	8%	2	-21%	1%	4.8
S=c1nc(NCCc2ccccc2Cl)c2ccccc2[nH]1
    9%	-5	-4	17%	-7%	-2	-4%	1%	-2.2
Cc1ccc(C)c(N2CCN(C(=O)C3CCCN(S(=O)(=O)c4cnc[nH]4)C3)CC2)c1 (configuration not stated)
    4%	-4	3	-2%	22%	10	-9%	-3%	-0.4
Cc1cnc(C(=O)OCC(=O)Nc2cc(Cl)cc(Cl)c2)cn1
    0%	x	-10	-24%	-2%	3	5%	-3%	-0.9
COc1ccc(CCNC(=O)CCSc2nc(-c3ccco3)cc(C(F)(F)F)n2)cc1
    -3%	10	-2	6%	71%[activator]	2	-15%	5%	0.6
O=C(c1cc2ccccc2oc1=O)N(Cc1ccccc1)CC1CCCO1 (configuration not stated)
    4%	-2	-1	1%	0%	-16	-7%	-7%	2.1
C/C(Nc1ccccc1)=C(/C#N)C(N)=O
    4%	x	1	8%	1%	6	0%	-7%	-2.4
CN(CC(=O)Nc1ccc(F)c(F)c1F)C(=O)CCN1C(=O)C2CCCCC2C1=O (configuration not stated)
    -2%	2	-2	6%	-12%	5	-6%	0%	0.0
COc1ccc(NC(=O)c2ccc3c(c2)C(=O)N(Cc2cccnc2)C3=O)cc1
    -2%	4	5	1%	-3%	2	-3%	-11%	0.1
CC(C)N(C(=O)COC(=O)CCC(=O)c1cccs1)c1ccccc1
    -6%	-2	-2	u	1%	17	-3%	0%	0.1
COc1ccc(NS(=O)(=O)c2cc(NC(=O)Cc3cccs3)ccc2C)cc1
    -6%	-6	4	1%	-9%	9	2%	-2%	0.5
Cc1nnc(SCC(=O)NCC(=O)Nc2ccc(F)c(F)c2F)n1N
    7%	3	18	33%[activator]	-18%	12	-4%	10%	-0.4
CC(c1ccco1)N(C(=O)c1ccccc1NS(=O)(=O)c1cc([N+](=O)[O-])ccc1Cl)c1ccccn1 (configuration not stated)
    -12%	-3	2	-26%	-6%	-5	-13%	-4%	0.2
COc1ccc(NC(=O)[C@@H](c2ccccc2)N2Cc3ccccc3C2=O)cc1OC
    -1%	x	6	-4%	-10%	x	x	x	x
CC(C)(C)[C@H]1COC(=O)[C@H](NC(=O)OCC2c3ccccc3-c3ccccc32)C/C=C\C[C@@H](CC(=O)N[C@@H](CO)Cc2ccccc2)C(=O)N1
    -5%	-3	-5	-2%	-4%	9	5%	-8%	-2.6
COCCCn1c(C(=O)Nc2ccc3c(c2)OCO3)cc2c(=O)n3cccc(C)c3nc21
    -5%	3	2	0%	-5%	11	-16%	-1%	-1.1
O=C(CCC(=O)OCC(F)(F)C(F)F)Nc1ccc(Cl)cc1
    -7%	x	1	4%	-6%	23	-8%	7%	-2.2
Cc1nnc(SCC(=O)N2CCCC(N3CCN(c4ccc(F)cc4)CC3)C2)o1 (configuration not stated)
    0%	0	3	9%	-2%	8	-6%	-11%	0.5
CCOc1c(Br)cc(CNCc2cccs2)cc1OC
    1%	1	-7	17%	2%	6	-2%	-5%	-5.5
CC1=C(C(=O)N2CCCCCC2)CC(CC(=O)NCCc2ccccn2)C(=O)N1Cc1ccc(C(C)(C)C)cc1 (configuration not stated)
    1%	2	-6	4%	4%	u	-9%	-2%	-0.6
CC(=O)NCCC(=O)Nc1cc(S(=O)(=O)N2CCOCC2)ccc1Oc1ccccc1
    -1%	7	-9	4%	2%	21	-1%	-8%	-3.4
CC(=O)Nc1ccc(NC(=O)CN(c2ccccc2Cl)S(C)(=O)=O)cc1
    -9%	x	-5	5%	6%	4	0%	-5%	-0.3
O=C(CSc1nnnn1-c1ccc2c(c1)OCO2)NCc1cccs1
    -17%	-10	-3	-30%	-5%	0	-2%	-5%	-1.4
COc1ccccc1NC(C)C(=O)N/N=C/c1cccs1 (configuration not stated)
    7%	1	-6	-6%	2%	8	-7%	3%	-1.2
CC(C)Oc1c(Br)cc(Br)cc1/C=N/NC(N)=S
    7%	2	-1	2.5µM*	2.5µM*	-6	-14%	-4%	-0.8
CCOc1ccc(N=Nc2c(=O)[nH]n3c(C)cc(C)nc23)cc1
    -7%	-11	2	23%	7%	6	-2%	-7%	0.8
CCN(c1ccccc1)S(=O)(=O)c1cc2c(cc1C)N(C)CCO2
    -1%	1	1	u	-2%	4	-1%	4%	-0.2
O=C(O)c1ccc([N+](=O)[O-])cc1
    0%	-9	-5	-3%	4%	-14	-2%	5%	0.2
Cc1cccc(NC2=C(NCCO)C(=O)c3ccccc3C2=O)c1
    31%	-9	-9	-21%	-6%	-27	0%	-27%	0.4
Cn1c([N+](=O)[O-])cnc1N1CCN(c2nncs2)C1=O
    10%	-3	0	13%	-4%	21	-1%	10%	1.0
CCS(=O)(=O)N1CCC(C(=O)Oc2ccc(C(=O)OC)cc2)CC1
    -1%	1	2	6%	1%	16	-6%	2%	0.3
CCOC(=O)N1CCC(NC(=O)c2cc(C(=O)Nc3ccc(F)cc3F)ccc2CO)CC1
    -5%	3	-6	8%	-4%	10	1%	3%	-4.1
Cc1ccccc1-c1nc(CS(=O)(=O)CC(=O)Nc2c(C)cccc2C)c(C)o1
    0%	x	-4	-29%	-4%	x	x	x	x
O=C(Cn1nnc(-c2ccc(F)cc2)n1)NC(=O)NC1CCCCC1
    -3%	0	4	u	5%	u	-8%	-3%	-1.6
COc1cccc(C2=NN(C(=O)c3cccs3)C(O)(C(F)(F)F)C2)c1 (configuration not stated)
    27%	-2	11	u	0%	11	u	-7%	-3.5
Cc1cccc(N2CCC(NCc3c(C(=O)N4CCCCC4)nc4c(C)cccn34)CC2)c1
    7%	13	-7	u	-1%	-3	-17%	-2%[57.1 µM]	-1.0
CCN(C(=O)CSc1nc(C2CC2)n(-c2ccccc2)n1)C1CCS(=O)(=O)C1 (configuration not stated)
    2%	9	2	-1%	10%	9	-1%	1%	-1.0
CC1CN(CC(=O)NCc2ccccc2)CC(C)O1 (configuration not stated)
    5%	3	-19	1%	-1%	-7	-16%	14%	-0.7
O=C(NCc1cccnc1)C1CC(=O)N(CCc2ccccc2)C1 (configuration not stated)
    0%	9	0	32%[activator]	3%	-17	6%	-4%	-2.2
O=C(COC(=O)c1ccc(Cl)cc1)NCC1CCCCC1
    0%	-5	-7	-21%	7%	-20	1%	-21%	0.0
CCOc1ccccc1Nc1nc(-c2sc(NC(=O)c3ccco3)nc2C)cs1
    -4%	-19	12	-21%	-11%	80	-17%	-3%	-0.1
Cc1ccn2cc(CC(=O)O)nc2c1
    -1%	-1	5	1%	4%	-9	-15%	-9%	0.6
CSc1ncccc1C(=O)OCCCC(=O)c1ccc(F)cc1
    u	3	-6	-27%	20%	0	-24%	-34%	-0.6
Cc1ccc(S(=O)(=O)NCc2c(Cl)cccc2Oc2ccccc2)cc1
    5%	-3	2	u	1%	4	5%	-19%	0.0
O=C(Nc1ccc(F)cc1)c1oc2ccccc2c1NC(=O)C1CC1
    0%	-3	0	0%	-3%	0	-12%	7%	-1.5
S=C(Nc1ccccc1)N1CCn2c1nc1ccccc12
    13%	x	0	3%	18%	-19	2%	-6%	0.2
O=C(CCc1nc(-c2ccccc2)no1)NCC1CCCO1 (configuration not stated)
    -8%	-15	-7	0%	8%	-4	u	-31%	-4.0
COc1cc(NC(=O)c2ccc(Cl)cc2Cl)ccc1-c1cc2ccccc2oc1=O
    -3%	9	3	1%	2%	4	2%	-9%	-0.4
C=CCN(CC=C)S(=O)(=O)c1ccc(F)cc1
    9%	x	3	0%	8%	-19	-2%	-3%	-1.0
O=C(CCN1C(=O)c2ccccc2S1(=O)=O)N1CCN(c2ccccc2F)CC1
    7%	7	-7	-6%	6%	1	-1%	-14%	0.8

Carrying on:
Order of results: GLP1R ag	PI5P4K alpha inh	D3 ag	GLP1R inv ag	GLP1R cytotox	D3 antag	PLK1 PBD block	WRN helicase inh	IL2 activator
O=C(Nc1ccc2oc(=O)ccc2c1)c1ccc(-c2ccc(Cl)cc2)o1
    -6%	2	-1	4%	10%	-24	-10%	-33%[57.1 µM]	-1.2
NC(=O)C1CN(C(=O)c2nn(Cc3ccccc3)c(=O)c3ccccc23)c2ccccc2O1 (configuration not stated)
    4%	4	-14	-15%	-10%	-19	-8%	-3%	-0.1
COc1ccc(Cl)cc1-c1n[nH]c(=S)n1C1CCCCC1
    -3%	-5	-2	u	-10%	-60*	-2%	-6%	-0.7
Cc1cc(C(=O)NCC2CCCO2)sc1C (configuration not stated)
    -19%	-5	-4	8%	12%	-11	-12%	-15%	1.4
COc1ccc(NC(=O)C(c2cccc3ccccc23)n2c(=O)c(-c3ccco3)nc3ccccc32)cc1 (configuration not stated)
    x	-30	-4	-14%	-1%	-26	-15%	3%	-0.6
CCc1cc(=O)[nH]c(SCC(=O)NCc2ccc3c(c2)OCO3)n1
    -1%	-9	1	8%	-3%	2	-2%	4%	-0.8
COc1cccc(NC(=O)c2sc3nc(N4CCOCC4)c4c(c3c2N)CC(C)(C)OC4)c1
    9%	x	0	1%	2%	x	x	x	x
COc1ccc(CNC(=O)C(C)N2C(=O)NC(c3ccccc3)(c3ccccc3)C2=O)cc1 (configuration not stated)
    -3%	1	0	u	-5%	0	1%	0%	0.1

Limited to IL2 activator (2 entries from above):
structure,IL2 activator
Cc1cc(C(=O)NCC2CCCO2)sc1C (configuration not stated),1.4
COc1ccc(NC(=O)C(c2cccc3ccccc23)n2c(=O)c(-c3ccco3)nc3ccccc32)cc1 (configuration not stated),-0.6
